hcDAF12 agonist = H. contortus DAF-12 activation, primary screen; HEK293 hcDAF-12 lit1-tk-luc reporter, luminescence; 0% DMSO, 100% Δ7-dafachronic acid; activation, % at 6.8 µM; hit rate 1.4% among 370,000; AID 652067;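 active means activation above the mean of all tested compounds plus 3 SD, cut at about 5.5% in these data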;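 further: 100% = response to 3 µM Δ7-dafachronic acid high control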
GC-B act = GC-B (human) receptor activation. AID 1920062. activation, % at 10 µM. HEK293-GC-B cells, CNP EC30, cGMP TR-FRET; 0% at EC30 CNP, 100% saturating CNP. P20594. hit rate 0.11% among 370,000;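 active means activation at 10 µM reaching about 35% in either raw or pattern-adjusted values, limit read from the data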
proKLK7 act = activators of human kallikrein-7 zymogen; hit rate 0.9% among 370,000; activation, % at 7 µM; P49862; AID 652039; purified proKLK7, EDANS-DABCYL substrate fluorescence; 100% is mature enzyme control, 0% vehicle;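 active means activation above the mean of all tested compounds plus 3 SD, computed per campaign excluding outliers beyond control limits, cut at about 13% in these data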
Target sequence (P49862 whole entry, looked up): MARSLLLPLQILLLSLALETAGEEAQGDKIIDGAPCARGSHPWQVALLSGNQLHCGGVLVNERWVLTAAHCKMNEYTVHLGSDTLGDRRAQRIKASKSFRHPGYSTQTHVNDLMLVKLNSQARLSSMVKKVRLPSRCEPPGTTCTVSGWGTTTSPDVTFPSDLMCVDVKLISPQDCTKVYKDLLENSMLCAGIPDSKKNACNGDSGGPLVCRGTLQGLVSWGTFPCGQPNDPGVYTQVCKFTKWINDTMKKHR
GAA850 FXN act = frataxin GAA850 promoter activation; HEK293 lucGAA850 FXN promoter luciferase reporter, 24 h; percent of 10 µM SAHA response; activation, % at 6 µM; hit rate 0.56% among 360,000;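 active means activation above the average of all compounds screened plus 3 SD, cutoff fixed separately per campaign, cut at about 7.5% in these data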;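 further: 0% = DMSO wells and 100% = 10 µM SAHA wells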
SMARCA2 act = activators of SMARCA2 function; MG213 cells, MMTV-luciferase reporter, dexamethasone, overnight; activation, % at 9.1 µM; hit rate 1% among 370,000; AID 652017; in the data active means activation above about 7.8%;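 further: 0% = vehicle wells and 100% = reference activator wells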
hgDAF-12 ag = agonists of H. glycines DAF-12 nuclear receptor; AID 687014; hit rate 1.8% among 370,000; HEK293 GAL4-hgDAF12 UAS-luciferase reporter, agonist luminescence; normalized to butyrate control; activation, % at 6.8 µM;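 active means activation above a cutoff set at the mean of all screened compounds plus 3 SD, cut at about 10% in these data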;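 further: 0% = DMSO wells and 100% = sodium butyrate wells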
ssDAF-12 act = activators of S. stercoralis DAF-12 nuclear receptor | HEK293 ssDAF-12/GRIP1 lit1-tk-luc reporter, luminescence; % of 3 µM dafachronic acid response | AID 652126 | hit rate 1% among 370,000 | activation, % at 6.8 µM;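 active means activation above the mean over all tested compounds plus 3 SD, cut at about 0.9% in these data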;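 further: 0% = DMSO-only wells and 100% = 3 µM delta7-dafachronic acid wells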
NPR1 activator = GC-A (human) enzyme activation | P16066 | HEK293 GC-A cells, cGMP TR-FRET, EC30 ANP; 0% at EC30 ANP, 100% saturating ANP | activation, % at 10 µM | hit rate 0.14% among 370,000; in the data active means activation above about 40%
DAX1 inh-1 = NR0B1 (DAX1) inhibition | P51843 | HEK293 Gal4-DAX1 luciferase reporter, luminescence | inhibition, % at 6.75 µM | hit rate 0.99% among 340,000 | AID 504766;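 active means inhibition above the mean over all tested compounds plus 3 SD, cut at about 4.2% in these data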;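 further: 0% = DAX1-transfected cells with DMSO and 100% = empty-vector control cells with DMSO; inhibition shows as a rise in luminescence from relieved DAX1 repression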
Target sequence (P51843 207-470 limits assumed): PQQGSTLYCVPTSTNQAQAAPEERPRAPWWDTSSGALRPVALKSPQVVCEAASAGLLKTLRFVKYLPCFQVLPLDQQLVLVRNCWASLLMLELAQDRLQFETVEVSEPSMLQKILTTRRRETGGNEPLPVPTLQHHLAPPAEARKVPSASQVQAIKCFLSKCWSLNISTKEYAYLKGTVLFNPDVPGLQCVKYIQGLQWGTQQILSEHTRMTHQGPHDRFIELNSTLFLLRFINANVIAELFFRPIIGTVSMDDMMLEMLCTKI
sPLA2-III inh = Blocks human group III sPLA2 activity | Q9NZ20 | QFRET BODIPY PC-A2 liposome hydrolysis, fluorescence | inhibition, % at 12.2 µM | hit rate 0.56% among 370,000 | AID 743126;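 active means inhibition above mean plus 3 SD of compounds lying within the high and low control bounds, cut at about 19% in these data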;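 further: 0% = median of test compound wells and 100% = no enzyme DMSO wells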
Target sequence (Q9NZ20 whole entry, looked up): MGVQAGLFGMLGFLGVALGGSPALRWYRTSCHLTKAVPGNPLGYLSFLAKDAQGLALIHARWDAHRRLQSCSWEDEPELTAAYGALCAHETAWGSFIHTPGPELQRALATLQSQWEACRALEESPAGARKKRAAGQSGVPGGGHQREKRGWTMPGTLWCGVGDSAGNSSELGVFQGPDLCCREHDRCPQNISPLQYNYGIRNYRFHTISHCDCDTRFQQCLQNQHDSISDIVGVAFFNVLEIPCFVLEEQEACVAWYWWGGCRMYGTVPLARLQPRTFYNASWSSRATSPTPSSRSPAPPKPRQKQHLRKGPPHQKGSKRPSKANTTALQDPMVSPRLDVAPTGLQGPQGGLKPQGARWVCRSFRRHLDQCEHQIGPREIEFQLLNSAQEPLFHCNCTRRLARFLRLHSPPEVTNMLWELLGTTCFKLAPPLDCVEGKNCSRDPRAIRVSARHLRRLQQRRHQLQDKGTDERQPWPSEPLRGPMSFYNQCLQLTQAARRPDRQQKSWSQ
DAX1 inh-2 = blocks DAX1 repression of SF-1 activated StAR promoter | HEK293T StAR-luciferase reporter, SF-1/DAX-1 repression relief | inhibition, % at 6.8 µM | hit rate 1.1% among 370,000 | AID 652010;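 active means inhibition above the mean over all tested compounds plus 3 SD, cut at about 3.6% in these data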;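 further: 0% = DAX-1 cells with DMSO and 100% = cells lacking DAX-1 with DMSO; higher inhibition means more luminescence from relief of DAX-1 repression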
An asterisk follows results filed as active.

CN(C)CC(=O)N1c2ccccc2Sc2ccc(Cl)cc21 was read as hcDAF12 agonist -1.2, GC-B act -20.9, proKLK7 act 0.1, GAA850 FXN act -0.2, SMARCA2 act -0.2, hgDAF-12 ag -2.7, ssDAF-12 act -0.5, NPR1 activator -34.2, DAX1 inh-1 2.6, sPLA2-III inh -11.3 and DAX1 inh-2 0.6.
`COc1ccccc1N1CCN(S(=O)(=O)CCNC(=O)Cc2ccc(F)cc2)CC1` gave hcDAF12 agonist -1.4, GC-B act 10.3, proKLK7 act 0.2, GAA850 FXN act -2.9, SMARCA2 act -2.0, hgDAF-12 ag -1.2, ssDAF-12 act -1.4, NPR1 activator 0.8, DAX1 inh-1 -0.9, sPLA2-III inh 10.3 and DAX1 inh-2 -2.3.
For CCOc1ccccc1N(C)C(=O)CCS(=O)(=O)c1ccc2c(c1)NC(=O)C(C)S2 (stereo not given) the results were hcDAF12 agonist -0.4, GC-B act -9.2, proKLK7 act 0.3, GAA850 FXN act 0.5, SMARCA2 act 0.4, hgDAF-12 ag -0.5, ssDAF-12 act -1.0, NPR1 activator -10.9, DAX1 inh-1 0.6, sPLA2-III inh -6.2 and DAX1 inh-2 -0.4.
Cc1ccc(C)c(CC(=O)N2CCCC(c3cc(C(=O)NCc4ccccc4)no3)C2)c1 (stereo not given) was read as hcDAF12 agonist -1.2, GC-B act -0.3, proKLK7 act -0.3, GAA850 FXN act -0.1, SMARCA2 act -1.9, hgDAF-12 ag -0.6, ssDAF-12 act -1.2, NPR1 activator 0.5, sPLA2-III inh -12.2 and DAX1 inh-2 0.0.
For O=S(=O)(NN=C1CCCCCCC1)c1ccccc1 the results were hcDAF12 agonist 1.9, GC-B act 6.2, proKLK7 act 0.3, GAA850 FXN act -0.6, SMARCA2 act -2.6, hgDAF-12 ag 3.5, ssDAF-12 act 0.2, NPR1 activator 1.8, DAX1 inh-1 1.4, sPLA2-III inh 4.7 and DAX1 inh-2 -0.5.
`Cc1ccc(OC(C)C(=O)Nc2ncc(Cl)cc2Cl)c([N+](=O)[O-])n1` (stereo not given) gave hcDAF12 agonist -1.4, GC-B act 1.2, proKLK7 act -0.1, GAA850 FXN act 2.7, SMARCA2 act 0.4, hgDAF-12 ag -3.5, ssDAF-12 act -1.3, NPR1 activator -2.5, DAX1 inh-1 0.5, sPLA2-III inh 4.5 and DAX1 inh-2 -0.2.
Screening Cc1occc1C(=O)NNC(=O)C1CC1 returned hcDAF12 agonist 0.3, GC-B act 6.2, proKLK7 act -0.5, GAA850 FXN act -0.8, SMARCA2 act 9.5*, hgDAF-12 ag -2.1, ssDAF-12 act -0.9, NPR1 activator 3.5, DAX1 inh-1 1.0, sPLA2-III inh -0.6 and DAX1 inh-2 1.2.
Screening O=C(NCCc1ccccc1)c1ccc(Cl)nc1 returned hcDAF12 agonist 2.2, GC-B act 3.3, proKLK7 act 0.5, GAA850 FXN act 1.6, SMARCA2 act 2.8, hgDAF-12 ag 5.1, ssDAF-12 act -0.2, NPR1 activator 4.2, DAX1 inh-1 1.6, sPLA2-III inh 5.0 and DAX1 inh-2 3.0.
`NC(=O)Cn1cc(/C=N\NS(=O)(=O)c2ccccc2)c2ccccc21` gave hcDAF12 agonist 2.1, GC-B act 5.8, proKLK7 act 0.1, GAA850 FXN act 1.8, SMARCA2 act -1.4, hgDAF-12 ag 1.1, ssDAF-12 act -1.2, NPR1 activator -1.3, DAX1 inh-1 1.5, sPLA2-III inh 6.2 and DAX1 inh-2 -0.8.
For COc1ccccc1N1CCN(C(=O)C2CC=CCC2C(=O)O)CC1 (stereo not given) the results were hcDAF12 agonist -0.2, GC-B act 7.9, proKLK7 act -0.4, GAA850 FXN act 0.5, SMARCA2 act 1.1, hgDAF-12 ag -1.1, ssDAF-12 act -1.2, NPR1 activator 0.8, DAX1 inh-1 0.9, sPLA2-III inh 0.7 and DAX1 inh-2 -0.5.
For O=C(CC[C@H]1O[C@@H](n2ccc(=O)[nH]c2=O)[C@H](O)[C@@H]1O)NCCCc1ccccc1 the results were hcDAF12 agonist 1.7, GC-B act 8.6, proKLK7 act -0.4, SMARCA2 act 6.9, hgDAF-12 ag 5.0, ssDAF-12 act -1.3, NPR1 activator 2.2, sPLA2-III inh 0.7 and DAX1 inh-2 1.2.
For CCCCc1cc(=O)oc2cc(C)cc(OCc3nn[nH]n3)c12 the results were hcDAF12 agonist -0.9, GC-B act 3.9, proKLK7 act 12.8*, GAA850 FXN act -2.3, SMARCA2 act -0.7, hgDAF-12 ag 1.3, ssDAF-12 act -1.5, NPR1 activator 1.4, DAX1 inh-1 1.7, sPLA2-III inh 3.6 and DAX1 inh-2 -0.3.
CC(C)C(=O)Nc1cc(=O)[nH]c2ncnn12 was read as hcDAF12 agonist -1.2, GC-B act 4.0, proKLK7 act 0.1, GAA850 FXN act -1.0, SMARCA2 act 1.8, hgDAF-12 ag -0.9, ssDAF-12 act -0.7, NPR1 activator 4.0, DAX1 inh-1 -0.3, sPLA2-III inh 2.1 and DAX1 inh-2 0.8.
`COc1ccc(-c2nc(SCC(=O)Nc3c(F)cccc3F)n[nH]2)cc1` gave hcDAF12 agonist 0.9, GC-B act -0.8, proKLK7 act 0.1, GAA850 FXN act 0.9, SMARCA2 act -1.2, hgDAF-12 ag 2.0, ssDAF-12 act -0.9, NPR1 activator -3.4, DAX1 inh-1 -1.5, sPLA2-III inh -0.1 and DAX1 inh-2 -1.0.
Screening COc1cccc(CNn2cnnc2)c1OCc1ccc(F)cc1 returned hcDAF12 agonist -0.5, GC-B act -1.1, proKLK7 act -0.6, GAA850 FXN act 2.0, SMARCA2 act -1.0, hgDAF-12 ag -2.1, ssDAF-12 act -1.1, NPR1 activator -1.4, DAX1 inh-1 0.1, sPLA2-III inh -3.6 and DAX1 inh-2 -0.9.
`O=C1CC(c2c(F)cccc2Cl)C2=C(COC2=O)N1` (stereo not given) gave hcDAF12 agonist -1.2, GC-B act 1.9, proKLK7 act -0.1, GAA850 FXN act 2.8, SMARCA2 act 2.0, hgDAF-12 ag 0.4, ssDAF-12 act -1.3, NPR1 activator 0.7, DAX1 inh-1 -0.6, sPLA2-III inh 0.5 and DAX1 inh-2 -0.4.
O=C(CN(C(=O)c1ccccc1Cl)N1C(=O)C2C3C=CC(C3)C2C1=O)c1cccs1 (stereo not given) was read as hcDAF12 agonist -1.1, GC-B act 3.9, proKLK7 act 0.4, GAA850 FXN act -0.7, SMARCA2 act -0.7, hgDAF-12 ag -3.3, ssDAF-12 act -1.2, NPR1 activator -4.0, DAX1 inh-1 1.7, sPLA2-III inh 2.5 and DAX1 inh-2 0.0.
COc1cc(CN2CCN(c3ccccc3C)CC2)cc([N+](=O)[O-])c1O was read as hcDAF12 agonist -0.3, GC-B act -6.6, proKLK7 act 0.5, GAA850 FXN act 0.4, SMARCA2 act 2.4, hgDAF-12 ag 0.0, ssDAF-12 act -1.6, NPR1 activator -0.1, DAX1 inh-1 0.2, sPLA2-III inh -5.7 and DAX1 inh-2 -0.1.
Nc1nc(-c2ccc([N+](=O)[O-])cc2)c(C(=O)Nc2ccc(Cl)cc2)s1 was read as hcDAF12 agonist -0.3, GC-B act -10.4, proKLK7 act -0.4, GAA850 FXN act 4.6, SMARCA2 act -3.2, hgDAF-12 ag 0.0, ssDAF-12 act -1.7, NPR1 activator -19.1, DAX1 inh-1 0.6, sPLA2-III inh 7.9 and DAX1 inh-2 0.9.
COc1ccc(NC(=O)c2ccccc2NC(=O)C2CC=CCC2C(=O)O)cc1 (stereo not given) was read as hcDAF12 agonist 3.2, GC-B act -4.2, proKLK7 act -0.5, GAA850 FXN act 1.0, SMARCA2 act 1.8, hgDAF-12 ag 11.7*, ssDAF-12 act 0.0, NPR1 activator 1.2, DAX1 inh-1 2.2, sPLA2-III inh 7.3 and DAX1 inh-2 5.6*.
`CCN(c1ccccc1)c1ncnc2c1cnn2-c1ccccc1` gave hcDAF12 agonist 0.2, GC-B act 3.0, proKLK7 act 0.3, GAA850 FXN act 4.8, SMARCA2 act 3.7, hgDAF-12 ag 5.0, ssDAF-12 act -0.3, NPR1 activator 3.2, DAX1 inh-1 -0.5, sPLA2-III inh -1.4 and DAX1 inh-2 -0.9.
`CCn1c2c(c3cc(Br)ccc31)CCC/C2=N\O` gave hcDAF12 agonist 1.1, GC-B act 7.4, proKLK7 act -0.6, GAA850 FXN act -2.6, SMARCA2 act -1.7, hgDAF-12 ag 1.3, ssDAF-12 act -0.6, NPR1 activator 12.2, DAX1 inh-1 0.7, sPLA2-III inh 8.4 and DAX1 inh-2 0.0.
`O=C1CCC(C(=O)OCc2ccccc2)N1` (stereo not given) gave hcDAF12 agonist 1.2, GC-B act 8.0, proKLK7 act -0.5, GAA850 FXN act -1.0, SMARCA2 act 1.9, hgDAF-12 ag 2.3, ssDAF-12 act -2.1, NPR1 activator 1.3, DAX1 inh-1 0.4, sPLA2-III inh -1.6 and DAX1 inh-2 -0.4.
Cc1[nH]c(=O)nc(SCc2ccc(Cl)c(Cl)c2)c1C#N was read as hcDAF12 agonist -1.3, GC-B act -3.7, proKLK7 act -0.2, GAA850 FXN act 0.2, SMARCA2 act -3.1, hgDAF-12 ag 0.5, ssDAF-12 act -0.6, NPR1 activator 0.1, DAX1 inh-1 2.2, sPLA2-III inh -34.0 and DAX1 inh-2 -0.2.
`CSc1ncc(Cl)c(C(=O)Nc2nnc(SC)s2)n1` gave hcDAF12 agonist -0.9, GC-B act 2.4, proKLK7 act -0.8, GAA850 FXN act 1.6, SMARCA2 act 0.0, hgDAF-12 ag 0.9, ssDAF-12 act -1.5, NPR1 activator 1.2, DAX1 inh-1 0.3, sPLA2-III inh -5.2 and DAX1 inh-2 -1.1.
Screening CC1CC(C#N)N(N(C)C)C1=C(C#N)C#N (stereo not given) returned hcDAF12 agonist -0.9, GC-B act 6.2, proKLK7 act -0.5, GAA850 FXN act 1.1, SMARCA2 act 4.0, hgDAF-12 ag 0.5, ssDAF-12 act -1.6, NPR1 activator -2.3, DAX1 inh-1 1.8, sPLA2-III inh 0.5 and DAX1 inh-2 0.1.
`c1ccc(-c2nnc(-c3ccccc3)c(-c3c[nH]c4ccccc34)n2)cc1` gave hcDAF12 agonist 0.6, GC-B act -5.5, proKLK7 act 0.2, GAA850 FXN act 3.4, SMARCA2 act 2.5, hgDAF-12 ag 0.2, ssDAF-12 act -0.2, NPR1 activator 4.0, DAX1 inh-1 1.4, sPLA2-III inh 1.6 and DAX1 inh-2 0.4.
For COc1ccc2[nH]c(=O)c(CN(CCO)C(=O)NCc3ccccc3)cc2c1 the results were hcDAF12 agonist -1.7, GC-B act -0.3, proKLK7 act 0.6, GAA850 FXN act 2.1, SMARCA2 act -1.6, hgDAF-12 ag -1.2, ssDAF-12 act -1.2, NPR1 activator 2.3, DAX1 inh-1 -0.2, sPLA2-III inh -5.4 and DAX1 inh-2 0.3.
